NSD2 block: NSD2 (human) methyltransferase inhibition | inhibition, % at 12.5 µM | NSD2-SET H3K36me1 DELFIA fluorescence, biochemical | O96028 | actives 0.07% (n = 44,000); in the data active = inhibition above about 54%, passing the limit was not always enough;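 also: inhibitors reduce the monomethyl H3K36 fluorescence signal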
Target sequence (O96028 whole entry, looked up): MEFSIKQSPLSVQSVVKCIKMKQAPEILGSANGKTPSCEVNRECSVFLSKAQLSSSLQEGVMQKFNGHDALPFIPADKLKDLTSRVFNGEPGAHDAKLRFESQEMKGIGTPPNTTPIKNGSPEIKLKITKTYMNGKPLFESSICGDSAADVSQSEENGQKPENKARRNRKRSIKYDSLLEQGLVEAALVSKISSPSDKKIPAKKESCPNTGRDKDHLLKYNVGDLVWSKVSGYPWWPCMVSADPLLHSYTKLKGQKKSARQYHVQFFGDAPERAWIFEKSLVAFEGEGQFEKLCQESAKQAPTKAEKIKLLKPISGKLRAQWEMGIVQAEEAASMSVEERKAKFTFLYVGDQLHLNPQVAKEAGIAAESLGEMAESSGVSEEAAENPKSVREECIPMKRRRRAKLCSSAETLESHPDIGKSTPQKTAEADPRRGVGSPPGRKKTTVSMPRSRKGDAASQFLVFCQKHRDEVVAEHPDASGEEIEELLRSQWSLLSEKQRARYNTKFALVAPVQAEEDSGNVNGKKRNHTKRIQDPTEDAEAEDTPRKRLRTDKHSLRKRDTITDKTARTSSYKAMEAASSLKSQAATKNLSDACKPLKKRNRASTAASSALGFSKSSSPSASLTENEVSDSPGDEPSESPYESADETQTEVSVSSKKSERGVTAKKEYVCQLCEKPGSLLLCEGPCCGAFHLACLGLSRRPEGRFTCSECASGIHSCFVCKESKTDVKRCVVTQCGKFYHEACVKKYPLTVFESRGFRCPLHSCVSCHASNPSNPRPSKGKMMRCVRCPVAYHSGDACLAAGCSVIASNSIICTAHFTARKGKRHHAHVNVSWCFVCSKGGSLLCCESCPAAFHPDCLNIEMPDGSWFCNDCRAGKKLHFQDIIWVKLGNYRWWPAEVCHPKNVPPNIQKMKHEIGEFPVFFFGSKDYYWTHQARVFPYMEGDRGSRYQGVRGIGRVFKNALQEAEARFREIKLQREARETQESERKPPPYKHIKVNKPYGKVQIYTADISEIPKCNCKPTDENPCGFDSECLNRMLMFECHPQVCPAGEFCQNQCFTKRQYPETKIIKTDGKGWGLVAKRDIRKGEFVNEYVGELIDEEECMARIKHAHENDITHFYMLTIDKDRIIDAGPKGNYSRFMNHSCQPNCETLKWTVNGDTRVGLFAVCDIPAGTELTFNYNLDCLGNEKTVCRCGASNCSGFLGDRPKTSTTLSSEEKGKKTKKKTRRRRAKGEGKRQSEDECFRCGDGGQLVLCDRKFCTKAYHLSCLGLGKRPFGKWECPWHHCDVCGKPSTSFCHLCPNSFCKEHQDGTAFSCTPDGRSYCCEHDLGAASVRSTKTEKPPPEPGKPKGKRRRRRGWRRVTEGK
An asterisk follows results filed as active.

The first four entries (preview)
NSD2 block | SMILES
-11 | CN(C)CC(=O)Nc1ccc2c(c1)[C@H]1C[C@H](CC(=O)NCc3ccccn3)O[C@H](CO)[C@H]1O2
-4 | C[C@@H]1CN([C@@H](C)CO)C(=O)c2cc(NC(=O)Nc3ccc(F)cc3)ccc2O[C@@H](C)CCCCO[C@H]1CN(C)Cc1ccc(C(=O)O)cc1
0 | COc1ccc(S(=O)(=O)N(C)C[C@H]2Oc3c(NC(=O)NC4CCCCC4)cccc3C(=O)N([C@H](C)CO)C[C@@H]2C)cc1
9 | C[C@@H]1CN([C@H](C)CO)C(=O)Cc2cc(NC(=O)C3CC3)ccc2O[C@@H]1CN(C)S(=O)(=O)c1cn(C)cn1

Main list, previewed entries included:
NSD2 block | SMILES
-11 | CN(C)CC(=O)Nc1ccc2c(c1)[C@H]1C[C@H](CC(=O)NCc3ccccn3)O[C@H](CO)[C@H]1O2
-4 | C[C@@H]1CN([C@@H](C)CO)C(=O)c2cc(NC(=O)Nc3ccc(F)cc3)ccc2O[C@@H](C)CCCCO[C@H]1CN(C)Cc1ccc(C(=O)O)cc1
0 | COc1ccc(S(=O)(=O)N(C)C[C@H]2Oc3c(NC(=O)NC4CCCCC4)cccc3C(=O)N([C@H](C)CO)C[C@@H]2C)cc1
9 | C[C@@H]1CN([C@H](C)CO)C(=O)Cc2cc(NC(=O)C3CC3)ccc2O[C@@H]1CN(C)S(=O)(=O)c1cn(C)cn1
-2 | C[C@H]1CN([C@@H](C)CO)C(=O)c2cc(-c3ccc(C(=O)N(C)C)cc3)cnc2O[C@H]1CN(C)C(=O)CN(C)C
3 | C[C@@H]1CN([C@@H](C)CO)C(=O)c2cccc(NC(=O)c3nc4ccccc4s3)c2O[C@H]1CN(C)Cc1ccccc1
2 | COc1ccc(S(=O)(=O)N(C)C[C@H]2Oc3c(NS(C)(=O)=O)cccc3C(=O)N([C@@H](C)CO)C[C@H]2C)cc1
-21 | C[C@@H]1CN([C@@H](C)CO)C(=O)c2cc(C3=CCCC3)cnc2O[C@H]1CN(C)C(=O)C1CCOCC1
1 | Cc1noc(C)c1NC(=O)N(C)C[C@H]1OCCCC[C@H](C)Oc2ccc(NC(=O)c3ccncc3)cc2C(=O)N([C@@H](C)CO)C[C@@H]1C
10 | C[C@H](CO)N1C[C@H](C)[C@@H](CN(C)Cc2ccncc2)Oc2ncc(-c3cccc(F)c3)cc2C1=O
-9 | C=CCNC(=O)[C@H]1[C@@H]2C(=O)O[C@@H](c3ccccc3)[C@@H](c3ccccc3)N2[C@@H](c2ccc(O)cc2)[C@]12C(=O)N(C(=O)OCCOC)c1ccc(C#CCC(C(=O)OC)C(=O)OC)cc12
8 | COCC#Cc1ccc2c(c1)O[C@@H](CN(C)Cc1ccccc1)[C@H](C)CN([C@@H](C)CO)S2(=O)=O
-6 | C[C@@H]1CN([C@H](C)CO)C(=O)Cc2cc(NC(=O)Nc3cccc4ccccc34)ccc2O[C@@H]1CN(C)Cc1ccc(C(=O)O)cc1
-3 | Cc1noc(C)c1S(=O)(=O)Nc1ccc2c(c1)C(=O)N([C@@H](C)CO)C[C@@H](C)[C@@H](CN(C)Cc1ccc(C(F)(F)F)cc1)OCCCC[C@@H](C)O2
13 | C[C@H](CO)N1C[C@H](C)[C@@H](CN(C)S(=O)(=O)c2cn(C)cn2)OCc2cn(nn2)CCCC1=O
2 | C[C@H]1C=C(C(=O)NCc2nc3ccccc3[nH]2)O[C@@H](OCc2ccc(CO)cc2)C1
-6 | CCC(=O)N(C)C[C@@H]1Oc2cc(/C=C/c3ccccc3)ccc2S(=O)(=O)N([C@H](C)CO)C[C@@H]1C
3 | COc1ccc(NC(=O)Nc2ccc3c(c2)C(=O)N([C@@H](C)CO)C[C@H](C)[C@H](CN(C)Cc2ccc(-c4ccccc4)cc2)O3)cc1
1 | COC(=O)c1ccc(/C=N/NC(=O)c2cccc(C(=O)NO)c2)cc1
4 | C[C@H](CO)N1C[C@H](C)[C@H](CN(C)Cc2ccncc2)Oc2ncc(C#Cc3ccccc3)cc2C1=O
4 | C[C@H]1CN([C@@H](C)CO)C(=O)c2cc(-c3ccc(F)cc3)cnc2O[C@@H]1CN(C)C(=O)c1cccnc1
-3 | C[C@H](CO)N1C[C@H](C)[C@H](CN(C)C(=O)NC2CCCCC2)Oc2c(NC(=O)Nc3ccccc3)cccc2C1=O
-25 | CCCN(C)C[C@H]1Oc2cc(-c3ccccc3C)ccc2S(=O)(=O)N([C@@H](C)CO)C[C@H]1C
0 | Cc1noc(C)c1NC(=O)Nc1ccc2c(c1)C(=O)N([C@H](C)CO)C[C@H](C)[C@@H](CN(C)C(=O)Nc1ccc(C(F)(F)F)cc1)OCCCC[C@H](C)O2
9 | C[C@@H]1CN([C@@H](C)CO)C(=O)c2cccc(NC(=O)C3CCOCC3)c2O[C@H]1CN(C)C(=O)NC1CCCCC1
0 | C[C@@H]1CN([C@H](C)CO)C(=O)c2cc(NC(=O)Cc3ccccc3)ccc2O[C@H]1CN(C)S(=O)(=O)c1cn(C)cn1
5 | CC(C)NC(=O)N(C)C[C@H]1OCCCC[C@@H](C)Oc2ccc(NC(=O)c3ccccc3)cc2C(=O)N([C@H](C)CO)C[C@H]1C
5 | C[C@@H]1CCCCO[C@@H](CN(C)S(=O)(=O)c2ccc(Cl)cc2)[C@H](C)CN([C@H](C)CO)C(=O)c2cc(NS(C)(=O)=O)ccc2O1
2 | CC(C)NC(=O)N(C)C[C@@H]1Oc2c(NC(=O)CCCCCC(=O)Nc3ccccc3N)cccc2C(=O)N([C@@H](C)CO)C[C@H]1C
-4 | C[C@H](CO)N1C[C@H](C)[C@H](CN(C)C(=O)Nc2ccc(F)cc2)Oc2ccc(NC(=O)Nc3cccc4ccccc34)cc2C1=O
6 | COc1ccc(-c2cnc3c(c2)C(=O)N([C@@H](C)CO)C[C@@H](C)[C@H](CN(C)Cc2cccnc2)O3)cc1
2 | Cc1ccc(S(=O)(=O)N(C)C[C@@H]2Oc3ccc(NC(=O)C4CC4)cc3C(=O)N([C@H](C)CO)C[C@H]2C)cc1
-2 | C[C@H](CO)N1C[C@H](C)[C@@H](CN(C)C(=O)Nc2ccccc2)Oc2ccc(NS(=O)(=O)c3cn(C)cn3)cc2CC1=O
-1 | C[C@H]1CN([C@@H](C)CO)C(=O)c2cc(C3=CCCCC3)cnc2O[C@H]1CN(C)CC1CCOCC1
2 | C[C@H](CO)N1C[C@H](C)[C@H](CN(C)C(=O)Nc2ccc(C(F)(F)F)cc2)Oc2ccc(NS(=O)(=O)c3cn(C)cn3)cc2CC1=O
-3 | C[C@@H]1CN([C@H](C)CO)C(=O)c2cc(-c3ccccc3F)cnc2O[C@@H]1CN(C)C(=O)c1cnccn1
0 | COc1ccc(S(=O)(=O)Nc2ccc3c(c2)CC(=O)N([C@@H](C)CO)C[C@H](C)[C@@H](CN(C)S(=O)(=O)c2ccc(Cl)cc2)O3)cc1
-8 | Cc1noc(C)c1NC(=O)Nc1ccc2c(c1)CC(=O)N([C@@H](C)CO)C[C@H](C)[C@H](CN(C)Cc1ccc(Oc3ccccc3)cc1)O2
-10 | C[C@@H]1CN([C@H](C)CO)C(=O)c2cccc(N(C)C)c2O[C@H]1CN(C)Cc1ccc(Cl)c(Cl)c1
0 | CNC[C@H]1OCCCC[C@@H](C)Oc2ccc(NC(=O)c3ccccc3)cc2C(=O)N([C@@H](C)CO)C[C@H]1C
-9 | C[C@H]1CN([C@@H](C)CO)C(=O)Cc2cc(NC(=O)Nc3cccc4ccccc34)ccc2O[C@H]1CN(C)C(=O)Nc1ccc2c(c1)OCO2
-8 | C[C@H](CO)N1C[C@H](C)[C@@H](CN(C)C)Oc2ccc(N(C)C)cc2CC1=O
1 | C=C[C@@H](O)[C@H]1CC(c2ccccc2)=NO1
-5 | C[C@H]1CN([C@@H](C)CO)C(=O)c2cccc(NC(=O)NC3CCCCC3)c2O[C@H]1CN(C)C(=O)Nc1ccc(C(F)(F)F)cc1
1 | Cc1ccccc1-c1cnc2c(c1)C(=O)N([C@@H](C)CO)C[C@H](C)[C@H](CN(C)Cc1cncnc1)O2
-2 | Cc1cc(C(=O)Nc2cccc3c2O[C@H](CN(C)C(=O)Nc2c(C)noc2C)[C@@H](C)CN([C@H](C)CO)C3=O)n(C)n1
-11 | C[C@H]1CCCCO[C@@H](CN(C)Cc2ccccc2)[C@@H](C)CN([C@@H](C)CO)C(=O)c2cc(NC(=O)NC3CCCCC3)ccc2O1
1 | CCC(=O)N(C)C[C@H]1Oc2cc(-c3ccccc3C)ccc2S(=O)(=O)N([C@H](C)CO)C[C@@H]1C
1 | C[C@H](CO)N1C[C@H](C)[C@H](CN(C)Cc2cncnc2)Oc2ncc(-c3cncnc3)cc2C1=O
1 | COc1ccc(CN(C)C[C@H]2Oc3ccc(N(C)C)cc3CC(=O)N([C@@H](C)CO)C[C@H]2C)cc1
10 | C[C@@H]1CCCCO[C@@H](CN(C)S(=O)(=O)c2ccccc2)[C@H](C)CN([C@@H](C)CO)C(=O)c2cc(NC(=O)NC3CCCCC3)ccc2O1
-7 | CC(C)CC#Cc1cnc2c(c1)C(=O)N([C@@H](C)CO)C[C@H](C)[C@H](CN(C)Cc1ccccn1)O2
4 | COc1ccc(/C=C/C(=O)O[C@H]2[C@H](OC3C4O[C@]4(CO)[C@H]4C(O[C@@H]5O[C@H](CO)[C@@H](O)[C@H](O)[C@H]5O)OC=C[C@@H]34)O[C@@H](C)[C@H](O)[C@H]2O)cc1 (stereo partly drawn)
-4 | O=S(=O)(NC1CCN(Cc2ccc(OCCO)cc2)CC1)c1cc(Cl)ccc1Cl
-1 | C[C@H]1CN([C@@H](C)CO)C(=O)c2cccc(NS(=O)(=O)c3cn(C)cn3)c2O[C@@H]1CN(C)C(=O)NC1CCCCC1
1 | C[C@H](CO)N1C[C@H](C)[C@@H](CN(C)S(=O)(=O)c2cccs2)Oc2c(NC(=O)c3nc4ccccc4s3)cccc2C1=O

More entries
NSD2 block | SMILES
-2 | COc1ccc(Nc2nc(N)nc(CSC(=S)N(C)C3CCCCC3)n2)cc1
12 | COC(=O)C[C@H]1CC[C@@H](NC(=O)c2ccccc2)[C@H](CO)O1
2 | C[C@@H]1CN([C@@H](C)CO)C(=O)Cc2cc(NS(=O)(=O)c3cccs3)ccc2O[C@H]1CN(C)S(=O)(=O)c1ccc(F)cc1
-5 | C[C@@H]1CN([C@H](C)CO)S(=O)(=O)c2ccc(C#CC3(O)CCCC3)cc2O[C@H]1CN(C)C(=O)c1ccncc1
-1 | C[C@H]1CN([C@@H](C)CO)C(=O)Cc2cc(NS(=O)(=O)c3ccccc3)ccc2O[C@H]1CN(C)C
-3 | C[C@@H]1CN([C@H](C)CO)C(=O)Cc2cc(NC(=O)Cc3ccccc3)ccc2O[C@@H]1CN(C)C(=O)Nc1ccc2c(c1)OCO2
20 | COC(=O)[C@]1(CO)N=C(c2ccc(OCCCO)cc2)O[C@@H]1c1ccccc1CN=[N+]=[N-]
-1 | CC(C)NC(=O)Nc1ccc2c(c1)C(=O)N([C@@H](C)CO)C[C@@H](C)[C@@H](CN(C)CC1CCCCC1)OCCCC[C@@H](C)O2
-1 | C[C@@H]1CCCCO[C@H](CN(C)S(=O)(=O)c2ccc(F)cc2)[C@H](C)CN([C@@H](C)CO)C(=O)c2cc(NC(=O)NC3CCCCC3)ccc2O1
-4 | C[C@H]1CN([C@@H](C)CO)C(=O)Cc2cc(NC(=O)C3CCCCC3)ccc2O[C@H]1CN(C)Cc1ccc(Cl)c(Cl)c1
-3 | COc1ccccc1C(=O)CC(=O)C(=O)Nc1sc2c(c1C#N)CCC2
-6 | COc1ccc(NC(=O)N(C)C[C@@H]2Oc3ccc(N(C)C)cc3CC(=O)N([C@H](C)CO)C[C@H]2C)cc1
4 | Cc1noc(C)c1NC(=O)N(C)C[C@@H]1Oc2ccc(NC(=O)Nc3ccccc3)cc2C(=O)N([C@@H](C)CO)C[C@@H]1C
6 | CCCN(C)C[C@H]1Oc2cc(C#Cc3cccnc3)ccc2S(=O)(=O)N([C@H](C)CO)C[C@@H]1C
-2 | C[C@H](CO)N1C[C@H](C)[C@@H](CN(C)C(=O)Nc2ccccc2)Oc2c(NS(=O)(=O)c3cn(C)cn3)cccc2C1=O
4 | C[C@H]1CN([C@@H](C)CO)S(=O)(=O)c2ccc(-c3cccnc3)cc2O[C@@H]1CN(C)Cc1ccncc1

3 entries drawn at random from those above, as already listed:
NSD2 block | SMILES
-6 | COc1ccc(NC(=O)N(C)C[C@@H]2Oc3ccc(N(C)C)cc3CC(=O)N([C@H](C)CO)C[C@H]2C)cc1
6 | CCCN(C)C[C@H]1Oc2cc(C#Cc3cccnc3)ccc2S(=O)(=O)N([C@H](C)CO)C[C@@H]1C
-1 | C[C@@H]1CCCCO[C@H](CN(C)S(=O)(=O)c2ccc(F)cc2)[C@H](C)CN([C@@H](C)CO)C(=O)c2cc(NC(=O)NC3CCCCC3)ccc2O1

The listing continues:
NSD2 block | SMILES
22 | CCCNC(=O)C[C@H]1C[C@H]2c3cc(NC(=O)CC4CC4)ccc3O[C@H]2[C@H](CO)O1
0 | CC(C)NC(=O)Nc1ccc2c(c1)C(=O)N([C@H](C)CO)C[C@H](C)[C@@H](CN(C)S(=O)(=O)c1ccccc1)OCCCC[C@@H](C)O2
-5 | C[C@H](CO)N1C[C@H](C)[C@@H](CN(C)C(=O)Nc2ccccc2)Oc2ccc(NC(=O)Nc3ccc(C(F)(F)F)cc3)cc2CC1=O
-3 | C[C@H]1CN([C@@H](C)CO)C(=O)Cc2cc(NC(=O)CCC(F)(F)F)ccc2O[C@@H]1CN(C)C(=O)Nc1ccccc1
-9 | COc1ccc(NC(=O)Nc2ccc3c(c2)CC(=O)N([C@H](C)CO)C[C@H](C)[C@@H](CN(C)CC2CCCCC2)O3)cc1
8 | C[C@@H]1CN([C@@H](C)CO)C(=O)c2cccc(NC(=O)CCCCCC(=O)Nc3ccccc3N)c2O[C@@H]1CN(C)C
-1 | Cc1noc(C)c1S(=O)(=O)Nc1ccc2c(c1)C(=O)N([C@H](C)CO)C[C@H](C)[C@H](CN(C)Cc1ccc3c(c1)OCO3)OCCCC[C@H](C)O2
4 | C[C@@H]1CN([C@H](C)CO)C(=O)c2cc(NC(=O)Nc3ccccc3)ccc2O[C@@H](C)CCCCO[C@H]1CN(C)C(=O)NC1CCCCC1

Source: PubChem (Broad Institute)

A portion of the library; count on the stated rates, not on these rows.
